# Screens (PubChem)
# EBNA-1 inh = blocks EBNA-1 binding to DNA; inhibition, % at 14.8 µM; AID 1950; actives 0.34% (n = 300,000); EBNA-1 DNA binding, fluorescence polarization; in the data active = inhibition above about 28%
# proCasp3 act = activates human procaspase-3. P42574. recombinant procaspase-3 D3A, Ac-DEVD-pNA absorbance 405 nm. activation, % at 8.5 µM. actives 0.11% (n = 330,000). AID 463141;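 active = activation above the mean of all tested compounds plus 3 SD, cut at about 21% in these data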;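 also: 0% = DMSO alone and 100% = DMSO wells spiked with extra 5 µM PC-3 D3A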
#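 Assay system – Procaspase-3 D3A mutant · Benchmarks – DMSO low control, extra-enzyme high control · Technique – 405 nm absorbance of p-nitroaniline, reads at 0 and 120 min · Doses – 8.5 µM nominal · Measure – % activation between DMSO and enzyme-spiked controls · Also added – Ac-DEVD-pNA chromogenic peptide substrate · Schedule – 1 h compound preincubation, 2 h substrate hydrolysis at 25 °C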
# LAP4 TOR yeast = yeast TOR pathway LAP4-GFP modulation; S. cerevisiae LAP4-GFP multiplex, flow cytometry GFP, 3 h; median GFP as percent of DMSO wells; GFP response vs DMSO, % at 10 µM; actives 0.34% (n = 320,000);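 active = GFP response vs DMSO above a set limit, about the screen mean plus 3 SD, cut at about 150% in these data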
# MEP2-GFP yeast = alters MEP2-GFP fluorescence in TOR pathway yeast screen; actives 0.51% (n = 330,000); GFP response vs DMSO, % at 10 µM; S. cerevisiae MEP2-GFP strain, flow cytometry GFP, 3 h; 100% = DMSO control level;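 active = GFP response versus DMSO above a set limit, roughly screen mean plus 3 SD, cut at about 180% in these data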;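 also: median GFP fluorescence of the barcode-gated MEP2-GFP cells per well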
# RPL19A TOR yeast = modulators of TOR pathway RPL19A-GFP in S. cerevisiae. S. cerevisiae RPL19A-GFP strain, flow cytometry, 3 h; hits give low values. percent response vs DMSO, % at 10 µM. actives 0.3% (n = 330,000). AID 2025;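 active = percent response vs DMSO below 50%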;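 also: median channel GFP fluorescence of the barcoded RPL19A-GFP strain; ratio of sample median GFP to plate DMSO average so 100% = DMSO; lower means less RPL19A-GFP as with rapamycin TOR inhibition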
# procasp7 counter = counter-screen for procaspase-3 activators: activators of human procaspase-7; actives 0.093% (n = 330,000); P55210; AID 463210; recombinant procaspase-7, Ac-DEVD-pNA absorbance 405 nm; D23A/D198A/D206A triple mutant, cannot self-cleave; scale: DMSO 0, 5 µM enzyme 100; activation, % at 8.5 µM;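 active = percent activation above the screen-wide mean plus 3 SD, cut at about 25% in these data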
#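 Material: Procaspase-7 triple mutant (PC-7 D3A) | Quantity: 2 µM procaspase-7 mutant as dispensed | Reagent: DEVD-pNA substrate | Times: 1 h preincubation, 2 h reaction | Technique: 405 nm absorbance of p-nitroaniline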
# ZTA DNA inh = ZTA (EBV) inhibition in EBNA-1 counter-screen. P03206. ZTA-DNA binding, fluorescence polarization. inhibition, % at 11 µM. actives 0.15% (n = 320,000); in the data active = inhibition above about 33%
# AHR activator = human AHR activation | P35869 | actives 2.5% (n = 320,000) | AHR-responsive luciferase reporter cells, luminescence | activation, % at 5 µM; in the data active = activation above about 47%;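 also: 0% = vehicle wells and 100% = reference agonist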
# Target sequence (P35869 whole entry, looked up): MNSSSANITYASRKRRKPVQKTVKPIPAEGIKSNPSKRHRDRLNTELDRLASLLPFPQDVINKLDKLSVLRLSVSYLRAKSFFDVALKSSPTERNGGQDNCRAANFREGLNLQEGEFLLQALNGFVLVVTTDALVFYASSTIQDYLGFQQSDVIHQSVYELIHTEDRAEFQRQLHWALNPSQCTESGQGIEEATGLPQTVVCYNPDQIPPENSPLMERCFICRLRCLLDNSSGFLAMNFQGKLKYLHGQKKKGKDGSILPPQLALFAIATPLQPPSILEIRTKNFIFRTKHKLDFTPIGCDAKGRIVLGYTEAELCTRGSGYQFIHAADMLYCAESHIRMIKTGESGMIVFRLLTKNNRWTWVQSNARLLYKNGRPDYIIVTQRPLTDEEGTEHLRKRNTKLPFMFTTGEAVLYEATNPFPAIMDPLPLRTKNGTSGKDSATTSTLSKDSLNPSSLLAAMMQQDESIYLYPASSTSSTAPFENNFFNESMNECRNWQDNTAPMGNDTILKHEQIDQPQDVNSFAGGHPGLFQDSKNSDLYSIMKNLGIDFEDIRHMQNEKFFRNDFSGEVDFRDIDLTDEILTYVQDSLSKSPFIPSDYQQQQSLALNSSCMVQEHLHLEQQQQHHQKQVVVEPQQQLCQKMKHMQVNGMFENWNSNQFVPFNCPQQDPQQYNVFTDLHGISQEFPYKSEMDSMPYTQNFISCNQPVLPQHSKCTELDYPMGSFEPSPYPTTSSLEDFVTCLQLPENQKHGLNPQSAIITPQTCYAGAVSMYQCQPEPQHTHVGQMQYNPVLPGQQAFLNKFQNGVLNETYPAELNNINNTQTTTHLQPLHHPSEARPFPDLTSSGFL
# * marks the source's active call; other numbers are inactive results; nt = no result given.
# Below each compound – EBNA-1 inh	proCasp3 act	LAP4 TOR yeast	MEP2-GFP yeast	RPL19A TOR yeast	procasp7 counter	ZTA DNA inh	AHR activator
> CCN(CC)C(=O)Cn1cc(S(=O)(=O)CC(=O)Nc2ccccc2C)c2ccccc21
    -5	-9	79	94	100	-5	3	-2
> O=C(NC(=S)Nc1nc(-c2ccccc2)cs1)c1cncc(Br)c1
    4	-1	104	101	98	-11	2	6
> COc1ccc(NC(=O)Cn2nnc(C(=O)NCc3ccco3)c2N)c(OC)c1
    -1	-5	101	104	103	-2	-3	6
> Cc1nc2ccccn2c1C(=O)N=Nc1c(O)n(CCC(C)C)c2ccccc12
    3	-7	106	105	97	3	4	7
> O=c1c2oc3ccccc3c2ncn1Cc1cccc(Cl)c1
    20	4	101	86	97	10	20	0
> COCCCNC(=O)c1sc2ncnc(N3CCc4ccccc4C3)c2c1C
    0	-3	109	104	91	-2	13	100*
> COC/C=C/C1=CC2=CC(=O)C(C)(OC(=O)c3cnc4ccccc4n3)C(=O)C2=CN1C1CCCCC1 (stereo not given)
    0	5	92	101	97	-1	-3	1
> CC(Oc1ccc(S(=O)(=O)N2CCCC2)cc1[N+](=O)[O-])C(=O)NC(C)c1ccccc1 (stereo not given)
    12	4	98	101	103	3	6	3
> CC(CCc1ccccc1)NC(=O)C(Cc1ccccc1)NS(=O)(=O)c1cccs1 (stereo not given)
    -9	2	96	95	94	6	-6	1
> CCOc1ccc(CNC(=O)c2cc3oc4ccccc4c3n2C)cc1
    5	3	107	107	100	0	-6	-15
> COC(=O)C1CCN(C(=O)CSc2ccccc2)CC1
    -2	8	90	94	97	-4	-5	0
> COc1cc(NC(=O)c2cc3ccccc3o2)ccc1NC(=O)c1ccco1
    8	5	90	103	99	-34	-5	-6
> O=c1c2c(nc3cc(-c4cccc(Cl)c4)[nH]n13)CCC2
    10	-1	95	100	nt	6	9	27
> COCCN(C(=O)Nc1ccccc1)C(C)c1cccnc1 (stereo not given)
    2	-3	100	93	102	-7	13	-1
> COC(=O)c1cc(=O)c2cccc(OC)c2[nH]1
    -4	7	nt	94	97	9	-13	5
> CN1CCN(C(=O)c2cc(Cl)ccc2NC(=O)c2ccc(Cl)cc2Cl)CC1
    14	-10	94	104	100	-5	2	5
> COc1cc(C(c2c(O)nc(SC)[nH]c2=O)c2c(O)nc(SC)[nH]c2=O)cc(OC)c1OC
    -1	1	79	96	105	4	0	-2
> O=[N+]([O-])c1cc(Cc2ccccc2)cc(C=Nc2ccc(N3CCOCC3)cc2)c1O
    40*	-3	122	93	88	-18	77*	1
> CC(NC(=S)Nc1ccccc1OC(F)F)C(C)(C)C (stereo not given)
    -12	-3	93	101	100	-3	-5	-1
> COc1ccc(CCNC(=O)CC(=O)N/N=C/c2ccc(C(=O)O)cc2)cc1OC
    -7	3	108	109	110	10	-28	1
> CCOC(=O)c1cnc2ccc(C(=O)OC)cc2c1NCCN1CCOCC1
    4	5	97	89	95	6	-9	0
> O=C(Cn1cnc2ccccc2c1=O)c1ccccc1
    -1	-5	100	99	99	16	-15	48*
> CCOC(=O)/C(C(N)=NCCCO)=C(/O)c1ccccc1
    10	-3	97	106	98	2	7	-1
> CC(C)(C)NC(=O)CN(CC1CCCO1)C(=O)CNS(=O)(=O)c1ccc(F)cc1 (stereo not given)
    -18	0	93	104	101	-2	-3	0
> CCOC(=O)C1(Cc2cccc(OC)c2)CCN(Cc2ccon2)CC1
    -4	3	102	109	98	5	-1	4
> Cc1nn(-c2ccccc2)c(Cl)c1/C=N/O
    10	10	104	100	102	-4	-5	11
> CN(C)S(=O)(=O)c1ccc(C(=O)Nc2ccccn2)cc1
    7	-135	94	95	109	3	20	4
> O=C(NCc1cccs1)C1CCCN1C(=O)Nc1ccc(F)cc1 (stereo not given)
    9	4	106	105	99	4	-3	1
> Cc1ccc(CNS(=O)(=O)c2cc3c4c(c2)C(C)C(=O)N4CCC3)cc1 (stereo not given)
    0	-2	103	121	100	-7	1	3
> CCN(CC)CCOC(c1ccccc1)c1ccc(C)cc1 (stereo not given)
    -1	10	107	107	113	3	7	-1

# Filtered by structure: those above with a Cl atom
# Below each compound – EBNA-1 inh	proCasp3 act	LAP4 TOR yeast	MEP2-GFP yeast	RPL19A TOR yeast	procasp7 counter	ZTA DNA inh	AHR activator
> O=c1c2oc3ccccc3c2ncn1Cc1cccc(Cl)c1
    20	4	101	86	97	10	20	0
> O=c1c2c(nc3cc(-c4cccc(Cl)c4)[nH]n13)CCC2
    10	-1	95	100	nt	6	9	27
> CN1CCN(C(=O)c2cc(Cl)ccc2NC(=O)c2ccc(Cl)cc2Cl)CC1
    14	-10	94	104	100	-5	2	5
> Cc1nn(-c2ccccc2)c(Cl)c1/C=N/O
    10	10	104	100	102	-4	-5	11

# More entries follow.
# Below each compound – EBNA-1 inh	proCasp3 act	LAP4 TOR yeast	MEP2-GFP yeast	RPL19A TOR yeast	procasp7 counter	ZTA DNA inh	AHR activator
> O=c1cc(N2CCCCC2)c2ccccc2o1
    -2	0	123	98	94	-1	-15	0
> CCOc1cccc(C2C(C(=O)c3ccc(C)o3)=C(O)C(=O)N2CCCn2ccnc2)c1 (stereo not given)
    14	-5	96	89	88	-46	15	1
> O=C(O)C1=C[C@H](c2coc3ccccc3c2=O)C[C@H](OCc2ccc(CO)cc2)O1
    2	4	nt	nt	nt	-6	-2	1
> O=C(O)c1c2c(nc3ccccc13)/C(=C/c1c(F)cccc1F)CCC2
    -10	-5	93	103	100	4	4	2
> COc1ccc(CNC(=O)CN(Cc2ccco2)C(=O)CNS(=O)(=O)c2ccccc2)cc1
    4	-6	100	110	102	3	5	-1
> CCOC(=O)N1CCN(C(=O)CSc2nnc(-c3ccc(C(C)(C)C)cc3)o2)CC1
    19	7	107	109	101	9	25	2
> CC1Sc2ccc(S(=O)(=O)N3CCC(C(=O)NCC(C)c4ccccc4)CC3)cc2NC1=O (stereo not given)
    -1	-6	102	109	103	-14	-17	0
> CC(C)(C)SC(C(=O)N1CCOCC1)c1ccc(Br)cc1 (stereo not given)
    -10	1	91	103	104	-4	-4	-2
> COCCN(Cc1ccccc1)C(=O)c1cc(-c2ccc(OC)c(OC)c2)nc2ccccc12
    8	-2	110	101	100	5	3	29
> O=C(c1ccccc1)c1ccc(C(=O)N2CCOCC2)cc1
    0	-3	100	104	102	1	6	1
> COc1ccc(NC(=O)CN(C)C(=O)C2(c3ccccc3)CCCC2)cc1
    nt	1	152*	99	82	-3	nt	-1
> COc1ccc(NC2c3ccccc3C(=O)N2c2cccnc2)cc1 (stereo not given)
    4	10	110	104	99	7	4	3
> O=C(COc1coc(CN2CCN(Cc3ccccc3)CC2)cc1=O)Nc1ccccc1
    -3	-1	111	95	88	-7	-2	-2
> Cc1ccc(Cl)cc1NC(=O)COC(=O)C1CCCC1
    -2	4	104	96	95	-9	3	3
> CCCN(CCC)CCCNC(=O)Cn1cnc2sc(C)c(S(=O)(=O)N3CCOCC3)c2c1=O
    -1	5	106	100	98	16	8	-1

# Further structures follow.
molecule	EBNA-1 inh	proCasp3 act	LAP4 TOR yeast	MEP2-GFP yeast	RPL19A TOR yeast	procasp7 counter	ZTA DNA inh	AHR activator
O=C(CNc1ccc(Cl)cc1)NNC(=S)NCc1ccccc1	-10	-11	100	121	114	-34	-26	1
COc1ccc(OC)c(NC(=O)CN2C(=O)NC(C)(c3ccc4c(c3)OCCO4)C2=O)c1 (stereo not given)	nt	-3	95	96	95	2	-10	3
c1ccc(CSc2ncnc3sccc23)cc1	15	4	97	100	104	-5	15	17
Cc1cccc(N(C)C(=O)c2cc(S(=O)(=O)N3CCc4ccccc43)cn2C)c1	-11	10	95	101	102	3	-5	7
C=CCNc1nnc(C)c2ccccc12	0	0	nt	88	95	-5	3	5
CC1CCC(C(C)C)C(OCC[N+](C)(C)C)C1 (stereo not given)	-3	-8	93	100	97	2	11	-1
COc1ccccc1-c1ccc(=O)n(CC(=O)NCc2ccc3c(c2)OCO3)n1	0	8	106	117	96	-3	-7	15
CCOC(=O)N1CCC(N2C(=O)c3ccccc3C2Nc2cccnc2)CC1 (stereo not given)	-8	-4	105	95	95	0	-5	2
CC(C)CNC(=O)[C@H]1N2C(=O)c3ccccc3C2SC1(C)C (stereo not given in full)	3	-6	107	100	99	8	16	0
O=c1c2c(nc3n1CCCCC3)sc1c(O)cccc12	-1	6	107	100	102	16	-9	-10
CC(=O)c1c(C)nc2ccc(Br)cc2c1-c1ccccc1	-1	-5	92	103	107	2	11	-1
COc1cccc(C(=O)Nc2ccccc2C(=O)NCC2CCCO2)c1 (stereo not given)	-5	-3	100	101	102	-2	10	4
CC(C)c1ccc(N(C(=O)c2csnn2)C(C(=O)NC2CCCC2)c2ccncc2)cc1 (stereo not given)	2	6	98	105	102	-1	-27	12
Cc1cc(C(=O)N/N=C/c2ccc([N+](=O)[O-])cc2)c(C)o1	-5	10	103	98	92	4	8	20
CC1=CS(=O)(=O)CC1Sc1nc2ccccc2[nH]1 (stereo not given)	-5	2	97	107	101	0	-3	4
Cc1cccc(C)c1NC(=O)CSC(=S)N1CCCC1	7	-3	105	90	93	6	27	1
Oc1ccccc1-c1cncn1Cc1ccccc1	-5	-9	114	139	108	0	-2	5
COc1cccc(NC(=O)CN2C(=O)NC3(CCc4ccccc43)C2=O)c1 (stereo not given)	nt	6	92	95	91	1	-4	1
O=C(c1ccc(Cn2c(=S)[nH]c3ccc(N4CCOCC4)cc3c2=O)cc1)N1CCC(N2CCCCC2)CC1	-2	-7	103	104	102	3	1	1
CCCNC(=O)N1CCCC(C(N)=O)C1 (stereo not given)	-11	-6	95	101	102	2	-5	7
O=c1cc(CSc2n[nH]c(-c3ccncc3)n2)nc2sccn12	14	-2	96	120	88	0	8	1
CN(C)S(=O)(=O)c1cccc(C(=O)OCC(=O)NCc2ccc3c(c2)OCO3)c1	1	8	98	97	102	2	-1	-1
O=C(CN1CCN(c2ccccn2)CC1)N(c1ccccc1)c1ccc2ccccc2c1	0	0	98	98	102	-6	4	0
CNC(=O)COc1ccc(S(=O)(=O)N2CCCC2)cc1	3	1	94	103	107	6	-1	4
CCCC1NC(=O)NC(C)=C1C(=O)OCC (stereo not given)	4	0	97	97	94	1	3	0
COc1ccc(C(=O)/C=C/c2cc(OC)c(O)c(OC)c2)c(F)c1	14	-9	nt	nt	nt	-14	-17	3
O=C(Cc1ccccc1)NC(Nc1ccccc1)C(Cl)(Cl)Cl (stereo not given)	-2	11	96	96	96	-8	-9	0
O=C(N/N=C/c1ccc(F)cc1)c1cccc(NC(=O)c2ccc(F)cc2)c1	-10	-8	104	95	96	-6	-9	60*
CCN1CCN(C(=O)c2cc(COc3ccc(F)cc3F)on2)[C@@H](C)C1=O	-1	5	90	98	101	-5	3	-1
COCc1ccc(-c2c(-c3cccc(OC)c3)sc3ccc(OC)cc23)cc1	nt	2	105	102	101	6	-7	10
Cc1ccc(NC(=O)c2cc([N+](=O)[O-])ccc2NCc2cccnc2)cc1	2	1	80	101	101	0	-22	75*
